From PubChem
GLP-1R agonist – activates the human GLP-1 receptor; AID 624172; Potency, µM (titrated, usually from 45.6 µM), for inactives: top-dose activation, actives largely listed as activators; HEK293 GLP-1R CRE-luciferase, luminescence, 4-6 h; cells express a hypersensitive GLP-1R form; hit rate 0.007% among 380,000; P43220; further: potency means the concentration at half of the fitted maximal effect; % of control where 0% means no effect
aSyn yeast inh – inhibitors of alpha-synuclein toxicity in yeast. Yeast expressing alpha-synuclein, growth rescue, BacTiter-Glo, 24 h. AID 652106. Potency, µM (series often up to 46.1 µM), for inactives: top-dose growth rescue (activation), usual class: activators. hit rate 0.14% among 370,000; further: potency means the concentration at half of the fitted maximal effect; % of control where 0% means no effect; nearly all actives have a fitted effect of over 65% in size
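Screening used galactose-induced yeast with toxic alpha-synuclein levels, exposed to compound for 24 hr at 30 deg C. Cell growth, read with BacTiter-Glo luminescence, gave the measured signal.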
PTHR1 ag – activates the human parathyroid hormone receptor PTHR1 | Q03431 | HEK293 GP2 PTHR1 cells, GloSensor cAMP luminescence, 1 h | Potency, µM (highest dose often 115 µM), for inactives: at the top dose activation, hits mostly activators | hit rate 0.075% among 410,000; further: potency means the concentration at half of the fitted maximal effect; nearly all actives have a fitted effect of over 55% in size; some results filed as inactive show a strong effect at the top dose; inactives centre near -15; many of its hits are not listed in these tables
Target sequence (Q03431 whole entry, looked up): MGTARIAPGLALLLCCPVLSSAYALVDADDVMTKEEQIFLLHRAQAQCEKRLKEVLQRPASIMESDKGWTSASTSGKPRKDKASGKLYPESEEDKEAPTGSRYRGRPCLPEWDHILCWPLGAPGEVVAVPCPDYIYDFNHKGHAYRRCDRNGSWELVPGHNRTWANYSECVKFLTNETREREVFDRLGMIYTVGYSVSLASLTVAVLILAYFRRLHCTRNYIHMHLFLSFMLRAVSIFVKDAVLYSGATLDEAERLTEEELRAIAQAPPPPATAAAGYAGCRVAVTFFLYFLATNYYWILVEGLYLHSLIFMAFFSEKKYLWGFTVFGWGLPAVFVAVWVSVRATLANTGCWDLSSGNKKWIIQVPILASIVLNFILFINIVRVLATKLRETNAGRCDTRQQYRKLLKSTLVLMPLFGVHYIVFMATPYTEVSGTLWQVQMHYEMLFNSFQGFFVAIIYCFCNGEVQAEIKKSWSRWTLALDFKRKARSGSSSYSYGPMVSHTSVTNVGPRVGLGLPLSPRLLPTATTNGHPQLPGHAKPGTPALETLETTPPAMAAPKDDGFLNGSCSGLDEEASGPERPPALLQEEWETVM
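HEK-293-derived GP2 cells expressing PTHR1 and a GloSensor cAMP reporter, 3,000/well, plated overnight, given luciferin plus IBMX (each 0.5 mM as added) for 1 h at 37 °C, then compound for 1 h at 37 °C. Luminescence was read after 15 min at room temperature.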
Abeta yeast res – restores growth of yeast expressing A-beta42 peptide; yeast expressing A-beta42, growth rescue, OD600, 48 h; response scale: 0% DMSO, 100% iron-clioquinol control; Potency, µM (doses to about 46.1 µM), without a hit: at the top dose growth rescue, most hits filed as activators; hit rate 0.063% among 410,000; AID 1347071; further: potency means the concentration at half of the fitted maximal effect; nearly all actives have a fitted effect of over 55% in size
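Growth rescue measured by 600 nm absorbance after 48 h yeast culture at 30 C with compound. Values normalized between DMSO and an equimolar ferric chloride plus clioquinol control.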
FUS suppressor – suppressors of FUS proteinopathy in yeast. S. cerevisiae FUS-expressing, growth rescue, OD600, 24 h. Potency, µM (highest dose often 76.6 µM), for the others: at the top dose growth rescue (activation), actives largely listed as activators. hit rate 0.24% among 390,000. AID 1347120;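 further: potency means the concentration at half of the fitted maximal effect; plate controls were DMSO vehicle for no effect and reference control for full effect; nearly all actives have a fitted effect of over 55% in size; some results filed as inactive show a strong effect at the top dose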
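Toxicity suppression screen in FUS-yeast. Cells induced with 2% galactose, starting OD 0.005, treated 24hr at 30C with compounds at multiple final concentrations; growth by OD600.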
DRD3 antagonist – antagonists of human D3 dopamine receptor; P35462; D3R cells, DiscoveRx beta-arrestin luminescence, antagonist mode; hits give low values; max response, negative = inhibition, %; hit rate 2.5% among 360,000; AID 652054; in the data active means max response below about -50%; inconclusive means no clear call, values can overlap the other calls; further: on the % scale 0 is the no-effect control and ±100 the full control effect; mostly tested at two doses, the higher about 12 µM
Target sequence (P35462 whole entry, looked up): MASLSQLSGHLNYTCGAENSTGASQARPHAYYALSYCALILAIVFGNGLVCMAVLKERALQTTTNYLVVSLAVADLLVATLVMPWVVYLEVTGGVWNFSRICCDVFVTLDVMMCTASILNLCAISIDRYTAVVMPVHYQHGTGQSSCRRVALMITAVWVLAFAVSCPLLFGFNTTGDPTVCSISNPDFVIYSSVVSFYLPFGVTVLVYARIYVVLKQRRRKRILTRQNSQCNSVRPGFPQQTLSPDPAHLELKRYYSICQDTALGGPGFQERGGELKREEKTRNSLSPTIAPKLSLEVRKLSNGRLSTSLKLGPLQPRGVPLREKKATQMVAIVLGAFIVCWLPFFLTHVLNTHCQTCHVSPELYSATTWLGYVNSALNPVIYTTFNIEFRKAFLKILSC
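Cells plated overnight at 1500 cells/well, then exposed to library compounds with dopamine controls for 90 minutes at 37 degrees C. DiscoveRx reagent added for 30–60 minutes at room temperature; luminescence read, quantitative HTS format.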
GLP1R inv ag – inverse agonists of human GLP-1 receptor | P43220 | AID 624417 | HEK293 GLP-1R CRE-luciferase, luminescence, 24 h; GLP-1R form is constitutively active | hit rate 1.6% among 410,000 | Potency, µM (titrated, usually from 38.3 µM), for inactives: top-dose activity change, negative = inhibition, hits mostly inhibitors; further: potency means the concentration at half of the fitted maximal effect; on the % scale 0 is the no-effect control and ±100 the full control effect; nearly all actives have a fitted effect of over 55% in size
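qHTS in 1536-well format: reporter HEK293 cells expressing constitutive GLP-1R activity in DMEM + 10% Nu serum, 24 hr with compounds at 37 deg C, luminescence read after 12 min with detection reagent.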
TDP43 rescue – rescues yeast growth from TDP-43 toxicity; TDP-43 expressing yeast growth rescue, BacTiter-Glo, 24 h; Potency, µM (top dose mostly 46.1 µM), for the others: at the top dose growth rescue (activation), most hits filed as activators; hit rate 1.8% among 410,000; AID 652104; further: potency means the concentration at half of the fitted maximal effect; % of control where 0% means no effect; nearly all actives have a fitted effect of over 50% in size
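Galactose-induced TDP-43 yeast, OD600=0.02, compound pinned; 24 hr, 30 deg C; BacTiter-Glo luminescence for growth. Inhibitors of TDP-43 toxicity read as activators.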
Akt phos inh – blocks phosphorylation of Akt | Neuro2A IGF-stimulated pAkt S473 HTRF, 20 min; hits give low values | activity change, % for hits at 50 µM | hit rate 0.32% among 360,000; in the data active means activity change below about -80%; inconclusive means mostly about -51% to -80%; further: on the % scale 0 is the no-effect control and ±100 the full control effect
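Neuro2A cells (4,500/well, DMEM with 0.5% FBS) were treated with compound at a single 50 µM final concentration, stimulated with 6 nM IGF for 20 min at 37 °C, and lysed. Phospho-Akt Ser473 was read by HTRF as 665/615 ratio ×10^4.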
Starred values were filed as active, the others as inactive; i = inactive; ? = inconclusive; / = not tested or not shown; [ ] = remark or other dose. Unless noted, the call rests on the fitted dose curve; in most records, active means well fitted curve in the direction sought with a large enough effect; inconclusive means small, poorly fitted or top-dose-only effect, or another doubt; inactive means no such curve, though single readings can be large; an effect the other way counts as inactive or inconclusive. These rows are one share of the data, so the mix of outcomes need not match the whole.

SMILES	GLP-1R agonist	aSyn yeast inh	PTHR1 ag	Abeta yeast res	FUS suppressor	DRD3 antagonist	GLP1R inv ag	TDP43 rescue	Akt phos inh
CN(C)CCCNC(=O)OC1CC2CC1[C@H]1CCCCN1C2=O (stereo not given in full)	1%	-12%	-24%	-14%	-22%	19	21%	19%	i
CCOC(=O)c1cnc2c(Cl)cc(Cl)cc2c1Nc1cc(C(=O)O)ccc1C	7%	-13%	-21%	-18%	-9%	/	5%	3%	/
Cc1nnc(SCC(=O)Nc2ccc3c(c2)OCO3)n(N)c1=O	2%	1%	0%	3%	15%	-6	26%	/	i
O=C(N1CCOCC1)N1CCN(C(c2ccccc2)c2ccccc2)CC1	-14%	5%	i	17%	5%	13	-5%	-17%	i
CCCc1cc(C(=O)Nc2cc(C)nn2-c2ccccc2)no1	-4%	3%	i	0%	-22%	3	?	?	i
Cc1csc(NC(=O)CCC(=O)c2cccs2)n1	5%	-5%	-8%	-13%	17%	-19	9%	1%	i
COc1ccc(N2CCN(c3ccc(NC(=O)NN)cc3)CC2)cc1	0%	2%	i	-7%	8%	9	?	27%	i
Cc1cc(C)n2nc(SCc3cccc(S(=O)(=O)N(C)C)c3)nc2n1	6%	-5%	-7%	-3%	18%	17	101%[activator]	20%	i
COc1ccc(-c2cn3c(n2)sc2cc(C(=O)NC4CCCCCC4)ccc23)cc1	/	/	-10%	-6%	28%	/	11%	4%	/
O=C(Nc1ccccc1C(=O)N1CCOCC1)C1CC(=O)N(c2ccc(F)cc2)C1 (stereo not given)	6%	3%	i	6%	22%	0	17%	-13%	i
Cc1ccc([C@H]2C[C@@H](n3cc(COC(=O)c4ccccc4)nn3)[C@H](O)CN2CC2CCCCC2)cc1	1%	0%	-23%	5%	-8%	-19	18%	15%	i
CN1CCN(C(=O)c2cccc(-c3ccc4nccn4c3)c2)CC1	1%	1%	i	-7%	-21%	12	31%[activator]	27%	i
COc1ccc(N(CC(=O)NC2CCCC2)C(=O)CCC(=O)Nc2cc(C)on2)cc1	6%	0%	i	5%	-6%	11	5%	1%	i
COc1ccc(N(CC(=O)NCc2ccccc2OC)S(=O)(=O)c2ccccc2[N+](=O)[O-])c(OC)c1	12%	4%	-2%	-13%	35%	1	-24%	-5%[9.22 µM]	i
Cc1ccccc1N=C1NC(=O)/C(=C/c2cccn2C)S1	-1%	5%	-13%	4%	7%	-15	?	27%	i
COc1ccc(OC)c(N/C=C/C(=C(C#N)C#N)N(C)C)c1	21%	2%	i	3%	1%	-7	-10%	-9%	i
N/C(=N\OC(=O)c1ccco1)c1ccccc1	-1%	2%	-29%	-28%	-6%	11	43%[activator]	?	i
CCCNC(=O)Nc1ccc2c(c1)nc(C)n2C	0%	-5%	i	5%	-6%	6	17%	-15%	i
Cc1onc(-c2ccccc2)c1C(=O)Nc1c(C)n(C)n(-c2ccccc2)c1=O	-1%	0%	-13%[57.5 µM]	-4%	2%	12	1%	-5%	i
Cc1cccc(N2C(=NC(=O)c3ccccc3)SC3CS(=O)(=O)CC32)c1 (stereo not given)	1%	6%	-33%[inhibitor]	5%	?	5	24%	1%	i
Cc1ccsc1C=Nc1ccc(O)cc1	-1%	-2%	i	3%	/	3	97%[activator]	3%	i
CCOC(=O)c1c(NC(=O)c2ccc(S(=O)(=O)N3CCC(C)CC3)cc2)sc2c1CCN(C(C)C)C2	2%	?	i	-15%	24%	/	-8%	-23%	/
COc1ccccc1OCc1n[nH]c(=S)n1Cc1ccccc1	2%	5%	-49%[inhibitor]	13%	-1%	-13	-24%	23%	i
CS(=O)(=O)N(CC(=O)NC1CCCCCC1)Cc1ccccc1	-8%	6%	-13%[57.5 µM]	12%	28%	-13	?	-18%	i
COC(=O)CSc1snnc1-c1ccc(Cl)cc1Cl	-11%	-1%	-6%[57.5 µM]	26%	12%	12	-3%	19%	i
C=C(C)Cn1c(SCC(=O)c2ccc(OC)cc2)nc2sc3c(c2c1=O)CCCC3	/	/	i	-3%	9%	/	2%	12%	/
CC(C)[C@H](NC(N)=O)C(=O)NCCc1ccc(Cl)cc1	-4%	-1%	?	-6%	-40%	-11	-3%	-5%	i
Cc1ccc(Sc2c(O)c3ccccc3n(C)c2=O)cc1	-3%	7%	-66%[inhibitor]	?	-8%	13	0%	3.2µM*	i
CC(NC(=O)CCNC(=O)c1ccc(Br)cc1)c1ccc(S(N)(=O)=O)cc1 (stereo not given)	1%	-6%	25%	-7%	21%	-6	29%	-1%	i
Cn1c(Cl)cnc1C1CC(=O)c2cc(Cl)ccc2O1 (stereo not given)	-4%	-6%	5%	9%	3%	?	3.5µM*	?	i
Cc1nc(C(C)NC(=O)c2cc(COc3ccc(F)c(F)c3)on2)cs1 (stereo not given)	5%	4%	i	-3%	18%	5	?	?	i
Cc1cc(Nc2c(C)cccc2C)n2nc(C)nc2n1	4%	0%	-11%	6%	-14%	-25	17%	0%	i
CCCCOc1ccc(S(=O)(=O)NC(=O)C2(C)CCN2C(=O)CCc2ccccc2)cc1 (stereo not given)	-9%	-6%	10%	-8%	37%	-50*	10%	30%	i
CCOC(=O)Cn1c(=S)[nH]c2c(oc3ccc(Cl)cc32)c1=O	7%	4%	i	7%	-15%	-68*	10%	16%	i
CCOC(=O)c1[nH]c(C)c(C(=O)/C=C/c2ccc(C(=O)O)cc2)c1C	13%	2%	-41%[inhibitor]	-21%	2%	-4	74%[activator]	-14%	i
CCN(CC)S(=O)(=O)c1cccc(C(=O)N/N=C/c2cccc(O)c2O)c1	-16%	-5%	-11%	-10%	/	0	-35%	-1%	i
CCn1c(=O)cc(SCC(=O)N2CCC(C)CC2)c2ccccc21	13%	0%	-11%	-1%	23%	-2	?	-9%	i
CC(C)(C)c1ccc(C(=O)NCC(c2cccs2)S(=O)(=O)c2cccs2)cc1 (stereo not given)	/	/	-29%	-3%	?	/	?	0%[9.22 µM]	/
Cc1ccc(NC(=O)c2oc3c(c2C)-c2[nH]ncc2CC3)c(Cl)c1	/	/	2%	-18%	26%	/	40%[activator]	1%	/
COc1ccc2[nH]c3c(c2c1)CCN1C(=O)C(CC(=O)NCCc2ccccn2)C[C@H](C(=O)N2CCOCC2)[C@@]31C (stereo not given in full)	7%	1%	-37%[inhibitor]	8%	-13%	0	3%	14%	i
CSc1nc(-c2ccc(Cl)cc2)c(C#N)c(=O)[nH]1	0%	-1%	i	-24%	-1%	6	-18%	-17%	i
O=C(NCc1csc(-c2cccs2)n1)Nc1ccc(C(F)(F)F)cc1	7%	-9%	-3%	-3%	-20%	-7	-23%	-15%	i
CC(C)CNC(=O)c1cccc2c1-c1ccccc1C2=O	5%	0%	i	0%	0%	5	12%	-8%	i
CCOc1ccc(C2CC(=O)NC2=O)cc1 (stereo not given)	9%	1%	i	-19%	-6%	19	8%	12%	i
COc1ccc(NC(=O)c2ncn(-c3ccccc3)n2)cc1Cl	/	/	i	-15%	1%	/	15%	11%	/
COc1ccc(Nc2ncc(C(=O)N3CCC(C(N)=O)CC3)c3ccccc23)cc1	-11%	-4%	-12%	6%	27%	-7	-18%	21%	i
O=C(Oc1cccnc1)c1ccc([N+](=O)[O-])cc1Cl	-1%	-13%	i	-34%[inhibitor]	-2%	3	19%	?	i

Whole records as entered above.
`Cc1ccc([C@H]2C[C@@H](n3cc(COC(=O)c4ccccc4)nn3)[C@H](O)CN2CC2CCCCC2)cc1` is listed as GLP-1R agonist = 1%; aSyn yeast inh = 0%; PTHR1 ag = -23%; Abeta yeast res = 5%; FUS suppressor = -8%; DRD3 antagonist = -19; GLP1R inv ag = 18%; TDP43 rescue = 15%; Akt phos inh = i
`Cc1cc(Nc2c(C)cccc2C)n2nc(C)nc2n1` is listed as GLP-1R agonist = 4%; aSyn yeast inh = 0%; PTHR1 ag = -11%; Abeta yeast res = 6%; FUS suppressor = -14%; DRD3 antagonist = -25; GLP1R inv ag = 17%; TDP43 rescue = 0%; Akt phos inh = i

An excerpt from above, showing only DRD3 antagonist, aSyn yeast inh and TDP43 rescue.
SMILES	DRD3 antagonist	aSyn yeast inh	TDP43 rescue
COc1ccc(NC(=O)c2ncn(-c3ccccc3)n2)cc1Cl	/	/	11%
O=C(Oc1cccnc1)c1ccc([N+](=O)[O-])cc1Cl	3	-13%	?
CCOc1ccc(C2CC(=O)NC2=O)cc1 (stereo not given)	19	1%	12%
